Screening results from PubChem BioAssay.
PhoP GFP inhibition: PhoP regulon inhibitors, Salmonella typhi PhoP promoter GFP reporter, confirmatory (AID 1850); Salmonella Typhi PhoP-promoter GFP reporter, fluorescence, 4 h; higher % means a stronger effect; inhibition, % at 50 µM, or IC50 in µM where a hit was titrated; 310,000 compounds, 0.33% hits; in the data active = a potency from the dose series; inconclusive = inhibition mostly from about 25% at the one dose, without a potency; inactive = the rest, 99 in 100 with inhibition below about 19%;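 also: 0% = induced wells with vehicle and 100% = uninduced wells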
M. tuberculosis: growth inhibition of non-replicating M. tuberculosis (AID 488890); Mycobacterium tuberculosis non-replicating, growth inhibition; higher % means a stronger effect; inhibition, % at 25 µM; hits with a dose series show IC50 in µM; 320,000 compounds, 0.39% hits; in the data active = a potency from the dose series; inconclusive = inhibition mostly from about 82% at the one dose, without a potency; inactive = the rest, 99 in 100 with inhibition below about 76%;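 also: plate controls were DMSO cells for no effect and high antibiotic wells for full effect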
M. tuberculosis HTS: M. tuberculosis growth inhibition, HTS (AID 449762) | 330,000 compounds, 0.59% hits | M. tuberculosis H37Rv growth inhibition, 7H9 media; higher % means a stronger effect | inhibition, % at 25 µM, or IC50 in µM where a hit was titrated; in the data active = a potency from the dose series; inconclusive = inhibition above about 70% without an active follow-up result;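 also: bacterial growth assessed after seven days of incubation; strong numbers were not always called active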
H1N1 NS1A inhibition: H1N1 influenza NS1A inhibitors, functional cell based assay (AID 504329) | NS1A functional cell-based assay, percent inhibition; higher % means a stronger effect | one-dose inhibition, % at 12.5 µM; IC50 in µM for titrated hits | 340,000 compounds, 0.3% hits; in the data active = a potency from the dose series; inconclusive = inhibition above about 27% without an active follow-up result; also: strong numbers were not always called active
VEEV TC-83 Vero: inhibitors of VEEV TC-83 cytopathic effect, confirmation, Vero cells (AID 588727); Vero cells, VEEV TC-83 cytopathic effect inhibition; higher % means a stronger effect; inhibition, % at 20 µM; hits with a dose series show IC50 in µM; 350,000 compounds, 0.13% hits; in the data active = a potency from the dose series; inconclusive = inhibition mostly from about 14% at the one dose, without a potency; inactive = the rest, 99 in 100 with inhibition below about 12%; also: strong numbers were not always called active
VEEV TC-83 Vero 10K pilot screen: second read-out of VEEV TC-83 Vero, no call of its own (marks repeat the call); inhibition, %; measured here: 10K pilot screen inhibition
* = called active by the depositor; i = inactive; u = inconclusive; x = no result given; & = joins results of further samples. Rows were taken by chance; 1.5% or so of the library scored in one or more.

SMILES | PhoP GFP inhibition | M. tuberculosis | M. tuberculosis HTS | H1N1 NS1A inhibition | VEEV TC-83 Vero | others
Nn1c(SCC(=O)N2CCc3ccccc3C2)nnc1-c1cccs1 | -11% | 8% | -3% | -6% | 12%
COc1cc(O)c(C(CC(=O)N2CCCC(C)C2)c2ccc3c(c2)OCO3)c(OC)c1 (stereo not drawn) | 13% | -7% | 0% | -6% | 1.1%
O=C(CCc1nc2ccccc2s1)OCC(=O)N1CCN(C(=O)c2ccco2)CC1 | 3% | -7% | -5% | 4% | 0.0%
Cc1cccc2cc(CN(CCN(C)C)C(=S)NCc3ccco3)c(=O)[nH]c12 | 1% | 3% | -6% | -1% | 6.7%
O=C(Nc1ccc([N+](=O)[O-])cc1)/C(=C/c1cccc([N+](=O)[O-])c1)NC(=O)C1CCCCC1 | -3% | 19% | 6% | 11% | i
O=C(N1CCOCC1)N1CCc2ccccc21 | 2% | -11% | 2% | -5% | 2.8%
C=C(C)Cn1c(N(CCO)Cc2ccccc2)nc2c1c(=O)[nH]c(=O)n2C | -13% | -8% | -8% | -9% | 1.2%
COc1ccc(C2CC2/C(C)=N/OC(=O)c2ccc(F)cc2)cc1 (stereo not drawn) | -2% | 15% | 14µM* | -1% | 0.1%
COc1cc(/C=N/n2c(C)n[nH]c2=S)ccc1OCc1ccccc1 | 17% | -7% | -3% | -2% | 0.6%
O=C(Nc1c(Cl)cc(Cl)cc1C(=O)NCC1CCCO1)c1ccco1 (stereo not drawn) | 5% | -1% | -7% | -1% | 0.8%
N#Cc1ccsc1NC(=O)CN1CCN(S(=O)(=O)c2ccccc2C(F)(F)F)CC1 | 6% | 13% | 4% | 2% | 8.2%
CCOC(=O)c1cc(-c2ccco2)nc2c1c(C)nn2-c1cccc(Cl)c1 | 8% | 12% | u | -25% | 5.2%
Cc1ccc(NC(=O)CSc2ncccn2)cc1S(=O)(=O)N1CCOCC1 | x | 0% | -6% | -1% | 1.7%
CC(NC(=O)CN1C(=O)NC2(CCCC2)C1=O)c1ccc(Cl)cc1Cl (stereo not drawn) | x | 23% | 9% | 1% | i
COc1cc(C2C(C#N)=C(N)Oc3cc(C)n(CCN4CCOCC4)c(=O)c32)cc(OC)c1OC (stereo not drawn) | -12%&-5% | -11% | -3% | 6% | 0.5%
COc1cc(OC)c(C2CC(=O)N3CN(c4ccccc4C)CSC3=C2C#N)cc1OC (stereo not drawn) | 7% | 8% | 1% | x | x
CCn1c(SC(C)C(=O)N2CCOCC2)nc2sc(C)c(C)c2c1=O (stereo not drawn) | -4% | -6% | 0% | 0% | 1.4%
Cc1cccc(-n2nc3c(c2NC(=O)c2ccc4c(c2)OCO4)CS(=O)(=O)C3)c1C | -5% | -1% | 1% | -6% | i
Cc1cc(C)cc(OCC(=O)OCC(=O)Nc2cc(C)nn2-c2ccccc2)c1 | x | 10% | 2% | 6% | 1.6%
Cc1ccccc1NC(=O)CNc1ccc(Cl)c(C(F)(F)F)c1 | -5% | 20% | 3% | -2% | i
CC(C)(C)c1ccc(OCCC(=O)NC2=NCCS2)cc1 | 3% | x | 48% | -5% | 0.1%
CCCCN1C(=O)c2ccc(C(=O)Nc3ccc(S(=O)(=O)N(C)C)cc3)cc2C1=O | -6% | 18% | u | -5% | i
Cc1cccc(N=C2N=C(N)c3ccccc32)c1 | -1% | -47% | 3% | 4% | i
CCOc1ccc2nc(Nc3nc4ccc(NC(C)=O)cc4s3)sc2c1 | 0% | 74% | u | 1% | 9.9%
CC(=O)Nc1ccc(C(=O)COC(=O)C2CC3CCCC(C2)C3=O)cc1 (stereo not drawn) | -1% | 1% | -1% | -10% | 1.7%

Following part.
SMILES | PhoP GFP inhibition | M. tuberculosis | M. tuberculosis HTS | H1N1 NS1A inhibition | VEEV TC-83 Vero | others
Cc1ccc(NC2=NC(C(=O)Nc3ccc(C)c(C)c3)CC(=O)N2)cc1 (stereo not drawn) | 7% | -26% | -7% | 9% | 1.9%
O=C(Cn1cnc2cc([N+](=O)[O-])ccc2c1=O)Nc1cccc2ccccc12 | 6% | 5% | 14% | -5% | i
Nc1nc(N2CCN(C/C=C/c3ccccc3)CC2)nc2ccccc12 | 21% | u | 19% | -3% | 0.1%
CCOC(=O)N1CCN(C(=O)CSc2ccc(-c3ccncc3)nn2)CC1 | 7% | 28% | -4% | -7% | i
Cc1c([N+](=O)[O-])c(N)nn1C | -7% | -7% | 7% | -19% | 2.8%
Cc1ccc(C)c(S(=O)(=O)n2cnc3ccccc32)c1 | 7% | 11% | -5% | -10% | 0.1%
CCOC(=O)c1cnc(-c2ccccc2)nc1Oc1ccc(Cl)cc1 | 3% | 22% | -1% | -7% | 0.2%
CCOC(=O)C1CCN(S(=O)(=O)c2cc(Br)cc3c2N(C(=O)C2CC2)CC3)CC1 | -5% | 7% | x | 11% | 1.1%
O=C(NCCF)C1Nc2ccc(OC(F)(F)F)cc2C2C=CCC12 (stereo not drawn) | 10% | -10% | 2% | -4% | i
CCc1ccc(C2CC(c3ccc(F)cc3)Nc3nc(N)nn32)cc1 (stereo not drawn) | -4% | 4% | -2% | -3% | i
COc1cc(OC)cc(-c2nc3ccccc3s2)c1 | -13% | 4% | 20% | -8% | i
CSc1nc(N)nc2c1ncn2CC(=O)N1CCN(c2ccccn2)CC1 | x | -8% | 1% | 4% | i
CCOc1cc(C(=O)N2CCN=C2SC)cc(OCC)c1OCC | 4% | -12% | -4% | -1% | 1.4%
COc1cccc(O)c1CN1CCCC(C(=O)c2ccccc2SC)C1 (stereo not drawn) | -12% | 7% | -7% | 0% | 1.7%
CC/C(=N\NC(=O)c1ccccc1O)c1c(O)n(Cc2ccccc2)c(=O)[nH]c1=O | 9% | 15% | 4% | -14% | 2.4%
Cn1cccc1-c1nc2ccccc2[nH]1 | 13% | -5% | -20% | -17% | 1.2%
CCn1cc(CNC(=S)Nc2cccc(Cl)c2C)cn1 | -17% | 73% | -5% | -9% | i
COc1cc(/C=N/NC(=O)c2ccc([N+](=O)[O-])cc2Cl)cc(Br)c1O | -2% | -16% | 2% | -17% | 0.7%
Oc1ccc(N=C/C=C/c2ccc(Br)cc2)cc1-c1nc2ccccc2s1 | 1% | 73% | -1% | x | x
COc1cc(/C=C(/C#N)C(=O)Nc2cc(C(F)(F)F)ccc2Cl)ccc1OCC(=O)Nc1cccc(C(F)(F)F)c1 | x | x | x | 2% | 0.8%
Cc1ccc(-c2cc(C(=O)N3CCN(c4ccccc4O)CC3)c3ccccc3n2)cc1 | 6% | 2% | u | 3% | 9.4%
COCCNC(=O)CN(C(=O)CCC(=O)Nc1ccccn1)c1ccc(OC)cc1 | -4% | 32% | -2% | -3% | 1.1%
Cc1ccccc1N(C=O)c1ccccc1C | x | x | x | -2% | 0.8%
COc1ccccc1CN1CCCCC1C(=O)O (stereo not drawn) | 6% | 2% | -9% | 3% | 0.6%
Cn1c(=O)[nH]c(=O)c2c1[nH]c(=S)n2Cc1ccccc1 | -3% | -10% | -5% | -14% | i

Later entries.
SMILES | PhoP GFP inhibition | M. tuberculosis | M. tuberculosis HTS | H1N1 NS1A inhibition | VEEV TC-83 Vero | others
CC[C@]1(C(=O)OC)[C@H]2C(=O)N(C)C(=O)[C@H]2[C@H]2CN=C(SCC3CC3)N21 | x | x | x | -5% | 0.4%
COc1cc(/C=N/Nc2nc(N3CCCC3)nc(N3CCCC3)n2)ccc1OCc1ccccc1F | 1% | 14% | u | x | 6.0%
N#CCCn1cc(C(=O)Nc2ccccc2Br)c(-c2cc3ccccc3o2)n1 | -12% | 30% | 66% | -6% | 6.3%
COc1ccc(NC(=O)C2=NN(C3CCS(=O)(=O)C3)C(=O)CC2)cn1 (stereo not drawn) | -9% | -6% | -2% | -9% | 0.5%
COc1ccc(OC)c(NC(=O)CSc2nn3c(=O)c(C)nnc3s2)c1 | -2% | -3% | -1% | 13% | 3.5%
CN(C)CC#CCC(O)(c1ccccc1)c1ccccc1 | 2% | 10% | -11% | 1% | i
COc1ccc(-c2nc(C#N)c(N3CCC(C(N)=O)CC3)o2)cc1OC | -5% | 13% | -2% | 3% | 1.2%
Cc1cc(=O)oc2cc(OCC(=O)NCCCN3CCOCC3)ccc12 | 4% | -8% | -5% | -8% | 0.5%
CN(Cc1ccccc1C#N)S(=O)(=O)c1cccs1 | -6% | 5% | 3% | 5% | i
CC(C)[C@H](NC(=O)C1CCN(S(=O)(=O)c2ccc(F)cc2)CC1)C(=O)N1CCCC1 | -14% | 1% | 1% | 2% | 1.7%
N[C@@H](Cc1ccc(O)c(I)c1)C(=O)O | 2% | 4% | -4% | x | x
Cc1ccccc1C(OCCN(C(C)C)C(C)C)c1ccccc1 (stereo not drawn) | 11% | -4% | 2% | -10% | 0.5%
Cc1cc(Nc2c(C#N)c(N)nn2C)ccc1F | -3% | -14% | 1% | 4% | 0.2% | VEEV TC-83 Vero 10K pilot screen=0.9
COc1ccccc1CNC(=O)[C@@H](NC(=O)C1CCN(C(=O)[C@@H]2CCCN2)CC1)C(C)C | -2% | 14% | -12% | 5% | 1.8%
O=C(NCc1ccco1)c1noc2c1CCCC2 | -8% | 8% | -1% | 2% | i
C[C@@H]1CN([C@H](C)CO)C(=O)Cc2cc(NC(=O)CCC(F)(F)F)ccc2O[C@@H]1CN(C)S(=O)(=O)c1ccccc1 | x | x | x | 3% | 1.1%
CC(=O)N1CCc2cc(S(=O)(=O)CCC(=O)NCc3cccs3)ccc21 | -6% | -12% | 4% | 20% | 0.8% | VEEV TC-83 Vero 10K pilot screen=0.1
CC(C)(C)NC(=O)c1nn(Cc2ccccc2)c(=O)c2ccccc12 | -3% | 23% | 8% | -10% | 7.9%
CCS(=O)(=O)N1CCN(c2ccc([N+](=O)[O-])c(NCc3ccccc3)c2)CC1 | 2% | 20% | 5% | -5% | 5.9%
CCCCN(C(=O)CSc1ncnc2sccc12)c1c(N)n(Cc2ccccc2)c(=O)[nH]c1=O | x | 6% | -4% | -3% | 3.1%
COc1cccc(NC(=O)CCN2C(=O)c3cccc([N+](=O)[O-])c3C2=O)c1 | 0% | -14% | -2% | -20% | 0.7%
O=S(=O)(NCc1ccco1)c1ccc(Cl)nc1 | -4% | -10% | -6% | 16% | 0.8%
N#CCCn1cc(/C=N/N=C2\NC(=O)C(CC(=O)O)S2)c(-c2ccc(F)cc2)n1 (stereo not drawn) | -1% | -26% | -10% | -7% | i
O=C(Nc1cc(S(=O)(=O)N2CCOCC2)ccc1Cl)c1cc2ccccc2o1 | x | -18% | 5% | -10% | 9.7%

Among those listed so far, 11 have fluorine.
SMILES | PhoP GFP inhibition | M. tuberculosis | M. tuberculosis HTS | H1N1 NS1A inhibition | VEEV TC-83 Vero | others
COc1ccc(C2CC2/C(C)=N/OC(=O)c2ccc(F)cc2)cc1 (stereo not drawn) | -2% | 15% | 14µM* | -1% | 0.1%
N#Cc1ccsc1NC(=O)CN1CCN(S(=O)(=O)c2ccccc2C(F)(F)F)CC1 | 6% | 13% | 4% | 2% | 8.2%
Cc1ccccc1NC(=O)CNc1ccc(Cl)c(C(F)(F)F)c1 | -5% | 20% | 3% | -2% | i
O=C(NCCF)C1Nc2ccc(OC(F)(F)F)cc2C2C=CCC12 (stereo not drawn) | 10% | -10% | 2% | -4% | i
CCc1ccc(C2CC(c3ccc(F)cc3)Nc3nc(N)nn32)cc1 (stereo not drawn) | -4% | 4% | -2% | -3% | i
COc1cc(/C=C(/C#N)C(=O)Nc2cc(C(F)(F)F)ccc2Cl)ccc1OCC(=O)Nc1cccc(C(F)(F)F)c1 | x | x | x | 2% | 0.8%
COc1cc(/C=N/Nc2nc(N3CCCC3)nc(N3CCCC3)n2)ccc1OCc1ccccc1F | 1% | 14% | u | x | 6.0%
CC(C)[C@H](NC(=O)C1CCN(S(=O)(=O)c2ccc(F)cc2)CC1)C(=O)N1CCCC1 | -14% | 1% | 1% | 2% | 1.7%
Cc1cc(Nc2c(C#N)c(N)nn2C)ccc1F | -3% | -14% | 1% | 4% | 0.2% | VEEV TC-83 Vero 10K pilot screen=0.9
C[C@@H]1CN([C@H](C)CO)C(=O)Cc2cc(NC(=O)CCC(F)(F)F)ccc2O[C@@H]1CN(C)S(=O)(=O)c1ccccc1 | x | x | x | 3% | 1.1%
N#CCCn1cc(/C=N/N=C2\NC(=O)C(CC(=O)O)S2)c(-c2ccc(F)cc2)n1 (stereo not drawn) | -1% | -26% | -10% | -7% | i
